Source: PubChem BioAssay
EP2 modulator – EP2 receptor modulators, cAMP readout, primary screen, cell-based, HTRF cAMP, PGE2 stimulation | EP2-expressing cells, cAMP HTRF FRET, PGE2 co-stimulation | induction, % at 25 µM | actives 0.83% (n = 260,000) | Prostaglandin E2 receptor EP2 subtype (Homo sapiens), P43116;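 active = compounds whose cAMP rise, as percent of the full-agonist control response, exceeds 60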;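 also: rat C6 glioma line stably carrying human EP2 under a CMV promoter; the protocol text gives 20 µM as final concentration; 100% = response of wells given 1 µM PGE2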
NPY-Y1 antag – NPY-Y1 receptor antagonists, primary screen, cell-based. HEK293-CNG Y1 cells, membrane potential fluorescence; NPY at EC95, then isoproterenol. inhibition, % at 3.6 µM. actives 1% (n = 200,000);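 active = inhibition above the campaign mean inhibition of all tested compounds plus 3 SD, cut at about 20% in these data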;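 also: 0% = DMSO wells given NPY plus isoproterenol and 100% = isoproterenol alone without NPY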
Target sequence (P25929 whole entry, looked up): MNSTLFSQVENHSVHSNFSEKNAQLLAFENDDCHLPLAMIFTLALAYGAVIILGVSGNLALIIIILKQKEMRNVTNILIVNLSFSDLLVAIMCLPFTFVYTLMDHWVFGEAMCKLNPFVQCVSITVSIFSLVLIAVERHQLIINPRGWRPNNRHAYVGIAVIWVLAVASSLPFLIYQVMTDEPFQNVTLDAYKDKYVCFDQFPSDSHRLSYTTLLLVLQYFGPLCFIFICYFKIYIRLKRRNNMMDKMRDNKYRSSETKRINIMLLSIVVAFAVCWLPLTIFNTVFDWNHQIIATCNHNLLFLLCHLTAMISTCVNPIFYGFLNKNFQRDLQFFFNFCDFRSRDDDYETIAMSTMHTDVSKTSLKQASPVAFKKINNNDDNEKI
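Material: HEK293 cells with Y1 receptor plus CNG channel; times: compound incubation 1 h at room temperature, readout 45 min post-stimulation; signal: fluorescence, membrane potential probe; read-out basis: fluorescence ratio normalized to % inhibition between controls; benchmarks: full-block control isoproterenol-only wells, zero-block control NPY plus isoproterenol wells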
TRPN1 ag – zebrafish TRPN1 channel agonists, primary screen, cell-based, HEK293, calcium fluorescence; AID 1424, 2008; actives 0.18% (n = 220,000); activation, % at 3 µM; transient receptor potential cation channel N1 (TRPN1/NompC), Danio rerio; HEK293 zebrafish TRPN1-YFP, Fluo-8 calcium fluorescence; 100% = response to 87 µM carbachol;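 active = activation above its plate's cutoff, the mean activation of test wells on that plate plus 3 SD, cut at about 19% in these data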;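 also: 0% = DMSO alone and 100% = 87 µM carbachol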
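Material: zebrafish TRPN1-YFP in HEK293 cells. Doses: one dose of 3 µM, 0.3% DMSO. Incubation: dye 1 h 37 °C plus 30 min RT. Measured by: intracellular calcium fluorescence with Fluo-8.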
NPY1 pot ag – NPY-Y1 receptor potentiators or agonists, primary screen, cell-based; Neuropeptide Y receptor type 1 (Homo sapiens), P25929; NPY-Y1 expressing cells, potentiator/agonist activation; activation, % at 3.6 µM; actives 0.37% (n = 220,000); in the data active = activation above about 33%, passing the limit was not always enough;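 also: cells stimulated with NPY at EC10 then isoproterenol at EC100; 0% = low agonist plus stimulus and 100% = saturating agonist plus stimulus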
TRPML3 agonist – human TRPML3 channel agonists, primary screen, cell-based, HEK293 TRPML3-YFP, Fluo-8 calcium fluorescence, 3 µM | Mucolipin-3 (Homo sapiens), Q8TDD5 | 100% = the carbachol control signal | activation, % at 3 µM | actives 0.29% (n = 220,000) | AID 1448, 2008;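 active = activation above its plate's cutoff, the mean activation of the plate's test wells plus 3 SD, cut at about 12% in these data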;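 also: 0% = DMSO only wells and 100% = carbachol wells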
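Test system: TRPML3-YFP stable HEK293 cells. Doses: single point at 3 µM. Incubation: dye loading 1 h 37 °C then 30 min ambient, 125 s read. Signal: Fluo-8 calcium dye fluorescence, ex 470-495, em 515-575 nm. Measure: percent activation from peak-to-basal fluorescence ratio, scaled between DMSO and carbachol.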
S1P4 antagonist – S1P4 receptor antagonists, primary screen, cell-based. inhibition, % at 4.98 µM. Sphingosine 1-phosphate receptor 4 (Homo sapiens), O95977. actives 0.26% (n = 220,000). S1P4-expressing cells, antagonist mode, reporter read-out; in the data active = inhibition above about 29%;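 also: 0% = wells stimulated with agonist and 100% = vehicle wells without agonist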
Target sequence (O95977 whole entry, looked up): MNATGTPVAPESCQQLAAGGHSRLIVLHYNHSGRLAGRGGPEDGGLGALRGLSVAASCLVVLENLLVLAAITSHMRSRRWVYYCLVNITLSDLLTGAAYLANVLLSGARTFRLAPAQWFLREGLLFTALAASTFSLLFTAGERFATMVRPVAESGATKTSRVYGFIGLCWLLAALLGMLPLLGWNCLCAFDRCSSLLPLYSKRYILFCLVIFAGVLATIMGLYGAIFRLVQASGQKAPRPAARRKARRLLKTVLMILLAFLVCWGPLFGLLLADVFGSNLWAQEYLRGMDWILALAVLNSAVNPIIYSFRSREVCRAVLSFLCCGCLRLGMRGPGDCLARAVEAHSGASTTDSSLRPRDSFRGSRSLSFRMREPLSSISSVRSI
CHOP inhibitor – inhibitors of CHOP promoter induction, primary screen, cell-based, unfolded protein response, luciferase reporter | actives 3.8% (n = 220,000) | inhibition, % at 10 µM | CHO-K1 CHOP-promoter luciferase, tunicamycin-induced, 15-18 h;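 active = compounds that reduced the stress-induced luciferase reporter signal by more than about 70% of percent inhibition, limit read from the data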;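 also: 0% = tunicamycin plus vehicle and 100% = wells without tunicamycin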
NPY-Y2 PAM-ag – NPY-Y2 potentiators or agonists, primary screen, cell-based; Neuropeptide Y receptor type 2 (Homo sapiens), P49146; cells expressing NPY-Y2, potentiator/agonist read-out; activation, % at 3.6 µM; actives 0.45% (n = 220,000); in the data active = activation above about 27%;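 also: cells stimulated with NPY near EC25 plus isoproterenol at EC100; 0% = vehicle plus submaximal agonist and 100% = vehicle plus saturating agonist; some results beyond the cut were filed as inactive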
S1P4 agonist – S1P4 receptor agonists, primary screen, cell-based; Sphingosine 1-phosphate receptor 4 (Homo sapiens), O95977; S1P4-expressing cell line, agonist reporter assay; activation, % at 4.98 µM; actives 0.35% (n = 220,000); AID 1509, 2009; in the data active = activation above about 11%;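 also: 0% = DMSO vehicle and 100% = reference agonist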
The depositor's hits bear a star; · = no result given; & = joins results of further samples.

SMILES | EP2 modulator | NPY-Y1 antag | TRPN1 ag | NPY1 pot ag | TRPML3 agonist | S1P4 antagonist | CHOP inhibitor | NPY-Y2 PAM-ag | S1P4 agonist
CCC(=O)NC(=S)Nc1ccccc1C(=O)NC1CCCCC1 | 22.1 | 4.5 | 1.8 | -3.9 | 0.3 | -13.4 | -6.0 | 5.5 | 1.6
O=C(c1ccccc1)c1nn(-c2ccc(Cl)cc2)c(=O)cc1C(F)(F)F | 17.2 | -1.8 | 1.4 | 2.2 | -0.8 | -1.0 | 89.8* | 2.5 | 0.5
COc1cc(C=O)ccc1OCCCCOc1ccccc1[N+](=O)[O-] | 5.3 | 4.9 | 0.8 | -3.1 | 0.2 | 0.4 | 25.7 | -6.5 | -0.9
COc1cc(C(=O)Nc2nccs2)cc(OC)c1OC | 2.2 | -1.6 | -0.1 | -1.4 | 0.5 | -11.8 | 25.2 | -8.1 | 0.8
C=COCCNC(=S)Nc1ccccc1 | -10.5 | -2.0 | 0.5 | 13.1 | 0.8 | -9.7 | 0.3 | -5.3 | 2.0
CC(=O)Nc1ccc(NC(=O)CSc2ccc(C(F)(F)F)cc2[N+](=O)[O-])cc1 | -4.2 | 3.1 | -1.0 | -0.9 | 0.4 | -3.1 | 15.1 | 1.2 | 4.5
O=C(CNC(=S)NC(=O)C1CCCCC1)c1ccccc1 | 4.4 | -0.1 | 0.6 | -15.9 | 0.6 | -17.3 | 58.5 | 1.8 | 2.5
Cc1c(C(=O)NCCn2ccc3ccccc32)cccc1[N+](=O)[O-] | -64.6 | 2.5 | -2.5 | 5.5 | 0.1 | -3.4 | 9.9 | 23.5 | -2.1
COc1ccc(NC(C)C(=O)N/N=C/c2ccccc2OCc2cccc(Br)c2)cc1 (configuration not stated) | 35.8 | -0.5 | -0.5 | -1.2 | 0.2 | -1.7 | 24.2 | 14.1 | -0.8
CCOCC(O)CS(=O)Cc1ccccc1 (configuration not stated) | 9.5 | 2.4 | -0.7 | -15.7 | 0.5 | -4.6 | -20.7 | -6.1 | 2.1
NNC(=O)C1CCCN1S(=O)(=O)c1ccc(Cl)cc1 (configuration not stated) | -21.4&-6.9 | -0.8 | -0.3 | 12.2 | 0.6 | 16.1 | 7.2 | -4.5 | 0.4
COc1ccccc1/C=C/C(=O)N1CCCC1 | 16.1 | 1.7 | 0.7 | -8.1 | 0.5 | -13.6 | -4.3 | 1.6 | 0.0
CCOc1ccc(Oc2ccccc2NC(=O)CCNC(C)=O)cc1 | 11.5 | 1.5 | 1.3 | 5.5 | 1.2 | -3.6 | 4.7 | 3.8 | -0.4
Cc1ccc2c(CC(=O)Nc3nc(C)cs3)coc2c1 | -3.9 | -1.5 | -0.6 | -4.6 | -0.5 | -6.5 | 0.3 | -5.5 | -0.5
O=C(CNC(=O)c1ccco1)OCC(=O)c1ccccc1Cl | 16.8&26.1 | 0.0 | -1.7 | -12.2 | 0.4 | -9.0 | 17.3 | -0.9 | 1.6
Cc1ccc([N+](=O)[O-])cc1NC(=S)NC(=O)C(C)(C)C | -38.3 | -1.3 | 2.4 | 15.9 | 0.1 | 2.9 | 19.1 | -3.5 | -1.6
Cc1ccc2c(Cl)c(C(=O)Nc3cccnc3)sc2c1 | -20.6 | -2.4 | 1.4 | -1.3 | -0.2 | -25.7 | 40.4 | 13.8 | 1.4
Cc1nc(Nc2nc3ccccc3o2)nc2c1CCC2 | -4.2 | 0.8 | -0.6 | 6.0 | -0.5 | -20.6 | 17.8 | 5.6 | -0.3
O=C(COC(=O)c1ccc(S(=O)(=O)NCc2ccco2)cc1)Nc1ccc(Cl)cn1 | -30.0 | 4.0 | 0.4 | -5.4 | 0.6 | -15.2 | -0.5 | 2.1 | 2.0
Cc1ccc(C(=O)N2CCCC2)cc1S(=O)(=O)Nc1ccccc1 | 1.5 | 0.2 | 2.0 | -3.4 | 0.1 | -10.6 | -11.3 | -1.6 | -1.9
O=C(Nc1cccnc1)c1ccc2c(c1)OCO2 | 0.3 | 6.1 | -0.5 | 23.6 | -0.1 | 1.4 | -1.3 | -7.2 | -0.5
CCCc1c(O)nc(SC2CC(=O)N(c3cc(OC)ccc3OC)C2=O)[nH]c1=O (configuration not stated) | 6.6 | 0.6 | 1.3 | 11.3 | -0.1 | -2.5 | 8.1 | 3.1 | 0.3
Cc1cc(C)n2nc(-c3ccccc3)cc2n1 | 24.5 | -3.6 | 0.3 | 2.6 | 0.2 | -21.3 | -1.1 | -1.7 | 0.7
O=C(COc1ccc(Cl)cc1)N(Cc1ccccc1)c1ccccn1 | 37.4 | 2.0 | -0.7 | -11.8 | 0.0 | -20.4 | 43.2 | -20.1 | -0.6
CC(Oc1ccccc1)c1ccn[nH]1 (configuration not stated) | 2.5 | 0.8 | -0.3 | -7.7 | 0.1 | 2.1 | 12.7 | 5.8 | -1.9
COc1ccc(-n2c(=S)[nH]c3cc(C(=O)Nc4cccc(C)c4)ccc3c2=O)cc1 | -28.3 | -0.2 | 4.8 | -5.5 | 0.2 | -19.6 | 25.4 | -8.9 | 1.0
Cc1cccc(NC(=O)c2cccc(NC(=O)Cc3cccs3)c2)c1 | -74.5 | -4.1 | 1.2 | 2.5 | 0.6 | 10.2 | -8.1 | -25.1 | -0.8
COc1cc(OC)cc(C(=O)N[C@H](C(=O)Nc2ccccc2N2CCOCC2)C(C)C)c1 | 10.9 | 2.0 | -0.8 | -10.0 | -0.9 | -1.1 | 14.9 | -1.6 | -0.7
Nn1cnn(Cc2ccccc2)c1=S | 5.5 | -2.8 | -0.3 | 3.3 | 0.2 | -16.3 | 8.5 | 10.3 | 0.9
Cc1nccn1CC(=O)N/N=C/c1cccc(O)c1 | -18.6 | 0.7 | 0.6 | -6.6 | -0.3 | -13.9 | 13.5 | 5.4 | 0.8
COc1ccccc1N1CCN(CC(=O)c2c(C)[nH]c3cc(C)ccc23)CC1 | -11.0 | -3.1 | 0.2 | 0.2 | 1.5 | 12.5 | 33.7 | 7.2 | 0.3
CSc1ccc(CNc2ccc(C)cc2)cc1 | 18.1 | 4.4 | -0.8 | -24.8 | -0.9 | -11.1 | 42.4 | -17.7 | 0.2
C1=CC2CC1CC2CNCc1ccco1 (configuration not stated) | 17.6&-3.5 | 0.5 | 0.2 | -9.0 | 1.3 | 7.9 | -8.8 | 1.1 | 1.5
Nc1c(C(=O)NCc2ccco2)nnn1-c1ccccc1 | 4.2 | 6.5 | -0.3 | 12.9 | -0.7 | -69.5 | 13.7 | 6.9 | -0.5
O=C(O)C(C(=O)/C=C/c1ccco1)=C1SCCS1 | -6.1 | 0.0 | 0.5 | -1.1 | 0.6 | 15.9 | -31.6 | -22.8 | -2.0
CCOc1ccc(C(=O)Nc2cccc(C(=O)O)c2)cc1Cl | -2.2 | -1.2 | 0.1 | -8.8 | 0.9 | -2.9 | 26.4 | -3.9 | 0.5
CCN(CC)S(=O)(=O)c1ccc(/C=C/C(=O)Nc2ccc(Br)cc2F)cc1 | -21.8 | 17.8 | 6.0 | -27.4 | 4.4 | -22.9 | 47.5 | 10.8 | -1.7
CCCC(=O)NC(c1ccc(OC)c(OC)c1)c1c(O)ccc2ccccc12 (configuration not stated) | -0.1 | 3.6 | 2.9 | -4.9 | -0.6 | 15.3 | 25.8 | 12.2 | -4.5
Cn1c(=O)[nH]c(=O)c2c1nc(CN1CCN(c3ccccc3F)CC1)n2CCCc1ccccc1 | 85.4* | 2.9 | -0.7 | -11.8 | -0.4 | -25.6 | 33.4 | -1.8 | -2.0
O=C(CSCC(=O)Nc1cccc([N+](=O)[O-])c1)Nc1ccccc1 | 0.1 | -1.2 | 0.5 | 3.3 | 0.3 | -18.5 | -4.3 | 21.4 | -1.2

Structures above printed as active in CHOP inhibitor:
mol	EP2 modulator	NPY1 pot ag	TRPML3 agonist	S1P4 antagonist	CHOP inhibitor	NPY-Y2 PAM-ag	S1P4 agonist
O=C(c1ccccc1)c1nn(-c2ccc(Cl)cc2)c(=O)cc1C(F)(F)F	17.2	2.2	-0.8	-1.0	89.8*	2.5	0.5

(cont.)
SMILES | EP2 modulator | NPY-Y1 antag | TRPN1 ag | NPY1 pot ag | TRPML3 agonist | S1P4 antagonist | CHOP inhibitor | NPY-Y2 PAM-ag | S1P4 agonist
COc1ccc(CN(C(=O)c2ccc(-c3ccccc3)[nH]2)C(C(=O)NC(C)(C)C)c2ccncc2)cc1 (configuration not stated) | 51.2 | -7.8 | -0.5 | 23.5 | -0.1 | -6.5 | 41.1 | 13.9 | 0.8
S=C(Nc1ccc(Cc2ccncc2)cc1)Nc1cccc(Cl)c1 | -73.8 | -1.6 | 3.9 | -4.6 | 1.3 | -17.6 | 11.6 | -4.4 | 1.4
Cc1c(Cl)cccc1NC(=S)N(Cc1ccco1)C(C)c1ccccn1 (configuration not stated) | 35.9 | 4.7 | 1.3 | -11.1 | 0.5 | 0.3 | 1.2 | 0.0 | -2.0
O=C(NC(=S)Nc1ccccc1N1CCCCC1)c1cccs1 | 51.2 | 2.7 | 0.2 | -20.6 | 1.0 | -5.0 | 41.8 | 2.7 | -0.1
S=C(NCCc1ccccc1)N1CCn2cccc2C1c1ccncc1 (configuration not stated) | -69.4 | -6.0 | 1.2 | 8.6 | 0.6 | -9.7 | 13.9 | 0.8 | 0.8
COc1ccc(N2C(=O)CCC(C(=O)N3CCOCC3)C2c2ccc(F)cc2)cc1 (configuration not stated) | 9.2 | -2.9 | 1.2 | -20.5 | -0.4 | 5.6 | 5.6 | 2.4 | -0.7
Cc1ccc(C(=O)COC(=O)c2ccc(O)cc2)cc1 | 5.8 | 0.6 | -1.1 | -26.9 | 0.3 | -1.3 | 3.4 | 4.4 | -0.2
C1CCc2c(nc3nnnn3c2NCC2CC2)C1 | 17.4&-2.8 | · | 2.1 | -0.7 | 0.7 | -3.1 | 11.1 | -17.2 | 1.5
Cc1ccsc1/C=N/n1c(=S)[nH]nc(C)c1=O | 11.7 | 3.5 | -0.9 | -3.1 | 0.3 | -19.4 | 1.2 | 7.8 | 3.2
COCc1cccc(NC(=O)CCc2ccccc2)c1 | -19.0 | 2.2 | 0.3 | 3.6 | -0.2 | -10.9 | -34.7 | 9.2 | -0.1
Clc1ccc(Cn2cc(/C=N/n3cnnc3)c3ccccc32)c(Cl)c1 | 59.6 | 2.5 | -0.2 | -16.4 | -0.4 | 13.2 | 108.0* | -18.2 | 0.5

No enrichment for hits; 6.5% or so of the library scored in one or more.
